Integrin act MD: integrin-mediated muscular dystrophy alleviation activation; alpha7betagal myoblasts, beta-gal FDG fluorescence, 48 h; Potency, µM (doses to about 38.3 µM), for the others: top-dose activation, actives largely listed as activators; 0.064% of 350,000 active;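 also: potency is read from the fitted curve at half-maximal effect; 100% = response of the positive control SU9516; nearly all actives have a fitted effect of over 60% in size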
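alpha7betagal+/- myoblasts (passage 13, 250/well) treated 48 h at 37C with compounds at 1:260 dilution of DMSO stock. Lysed, then beta-galactosidase activity read as FDG fluorescence (ex 480/em 540) after 30 min, with pre-read for autofluorescence.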
PTAP TSG101 blk: blocks PTAP/TSG101 interaction to inhibit HIV-1 budding | Potency, µM (titrated, usually from 115 µM), inactives show at the highest dose activity change, negative = inhibition, usual class: inhibitors | Fluorescence polarization, FITC-PTAP peptide / Tsg101 binding | 340,000 tested, under 10 active | Q99816 | AID 493005; active = well fitted inhibition curve with a large enough effect in the main read-out, with a control signal flat, not every such curve was filed as active; inconclusive = small, poorly fitted or top-dose-only effect, or effect the other way, or a change in a side signal; inactive = no such curve, though single readings can be large or run the other way; also: potency is read from the fitted curve at half-maximal effect; % of control where 0% means no effect
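Compounds were pin-transferred onto Tsg101 binding domain (10 uM final) in HEPES pH 7.5 buffer, then FITC-PTAP peptide was added at 50 nM final. After 20 min at RT, polarization reported peptide displacement across a qHTS concentration series.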
p53 reactivator: re-activators of mutant p53. H1299 p53-A138V BP100-luciferase reporter, luminescence, 24 h. 0.063% of 320,000 active. Potency, µM (titrated, usually from 92.2 µM), without a hit: at the highest dose activity change, positive = activation, most hits filed as activators; also: potency is read from the fitted curve at half-maximal effect; % of control where 0% means no effect; nearly all actives have a fitted effect of over 45% in size
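H1299 (p53-null), stable ts p53-A138V + BP100-Luc; 1000 cells/well, Opti-MEM/10% FBS; cpd 4 pt, 1:5; 24 h, 37 deg C, 5% CO2; detection reagent 10 min RT; luminescence.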
B2AR arrestin: recruits beta-arrestin to the human beta2-adrenergic receptor; P07550; beta-arrestin recruitment to beta2AR, cell-based reporter; Potency, µM (doses to about 46.1 µM), without a hit: at the top dose activation, hits mostly activators; 0.02% of 330,000 active;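 also: potency is read from the fitted curve at half-maximal effect; 0% = DMSO controls and full agonism = EC100 isoproterenol or metaproterenol; nearly all actives have a fitted effect of over 65% in size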
TRPV1 ag: activates the human vanilloid receptor TRPV1. activation, % at 8.33 µM. Q8NER1. 0.19% of 320,000 active. TRPV1-expressing cells, Fluo-8 calcium influx, agonist mode; in the data active = activation above about 80%; inconclusive = between about 30% and that limit; also: 0% is about no effect
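TRPV1-expressing cells were cultured overnight at 35.5C and loaded with Fluo-8 calcium dye for 40 to 90 min at room temperature. After a 10 s baseline, compound was added and calcium influx was read kinetically for 3 min (ex 480/em 520 nm).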
MLL CXXC-DNA inh: inhibitors of human MLL CXXC domain-DNA interaction; MLL-CXXC / FITC-HOXA9 DNA fluorescence polarization; Q03164; 0.037% of 290,000 active; Potency, µM (doses to about 115 µM), for the others: top-dose activity change, negative = inhibition, hits mostly inhibitors; active = well fitted inhibition curve with a large enough effect in the polarisation, with a control signal flat, not every such curve was filed as active; inconclusive = small, poorly fitted or top-dose-only effect, or effect the other way, or a change in a side signal; inactive = no such curve, though single readings can be large or run the other way; the % refers to the polarisation; also: potency is read from the fitted curve at half-maximal effect
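Purified MLL-CXXC (added from a 7 uM solution) was preincubated 5 min at ambient with pinned compounds in 50 mM Tris-HCl pH 7.5, 50 mM NaCl, 1 mM DTT, 0.05% BSA. Fluorescein-labeled HOX-A9 DNA (50 nM solution) followed, 30 min, then polarization read.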
TCR act: T cell receptor activation; Potency, µM (doses to about 9.22 µM), for the others: at the highest dose activation of IL-2 secretion, actives largely listed as activators; primary human leukocytes, anti-CD3, IL-2 HTRF, 48 h; 330,000 tested, under 10 active; also: % of control where 0% means no effect
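Primary human leukocytes were stimulated with a-CD3 beads plus compounds for 48 hr without co-stimulation; secreted IL-2 was quantified by HTRF using a-IL-2-K (europium cryptate) and a-IL-2-d2, excited at 320nm with acceptor emission read at 665nm.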
A-T KAP1 phos: potential ataxia-telangiectasia treatment; […] A-T fibroblasts, KAP-1 phosphorylation AlphaLISA; neocarzinostatin DNA damage 30 min before lysis; Potency, µM (top dose mostly 57.5 µM), for inactives: top-dose activation, usual class: activators; 0.19% of 320,000 active; AID 485349; also: potency is read from the fitted curve at half-maximal effect; % of control where 0% means no effect; nearly all actives have a fitted effect of over 45% in size
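ATM-like activity read as KAP-1 phosphorylation via AlphaLISA donor/acceptor antibody pairs after lysis and 6 hr at 25C. Cells were ATM-null patient fibroblasts ([…], hTERT), dosed 60 min, then exposed to the DSB inducer NCS for 30 min.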
BRCA1 expr act: activators of BRCA1 expression; Potency, µM (top dose mostly 46.1 µM), for the others: at the top dose activation, usual class: activators; MCF7-BRCA1-FFLuc reporter, luminescence, 48 h; response scale: scaled: vehicle 0%, 10 µM genistein 100%; 1.1% of 380,000 active; also: potency is read from the fitted curve at half-maximal effect; nearly all actives have a fitted effect of over 80% in size; some results filed as inactive show a strong effect at the top dose
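First, MCF7-BRCA1-FFLuc cells (2000/well) attach for 2 h; next, compounds are pin-added and incubated 48 h at 37 °C; finally, luciferase reagent is added and luminescence read after 15 min.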
ELG1 repair inh: ELG1-dependent DNA repair inhibition; HEK293T ELG1-luciferase reporter, luminescence, 16 h; DNA damage induced by 5-fluorouridine; Potency, µM (doses to about 46.1 µM), without a hit: at the top dose activity change, negative = inhibition, most hits filed as inhibitors; 2.3% of 330,000 active; also: potency is read from the fitted curve at half-maximal effect; % is scaled to controls: 0 for no effect and ±100 for the full control effect; nearly all actives have a fitted effect of over 55% in size
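HEK293T cells expressing luciferase-tagged ELG1 (2,000/well) received 5-Fluorouridine plus compound or DMSO for 16 hr at 37 °C. Luciferase was read by ONE-Glo luminescence after 30 min at room temperature.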
The depositor's hits bear a star; ? = inconclusive; . = not tested or not shown; [ ] = another dose, or the depositor's remark. Unless noted, calls follow the shape of the dose curve; as a rule, active = well fitted curve in the direction sought with a large enough effect; inconclusive = small, poorly fitted or top-dose-only effect, or another doubt; inactive = no such curve, though single readings can be large; an effect the other way counts as inactive or inconclusive.

SMILES | Integrin act MD | PTAP TSG101 blk | p53 reactivator | B2AR arrestin | TRPV1 ag | MLL CXXC-DNA inh | TCR act | A-T KAP1 phos | BRCA1 expr act | ELG1 repair inh
Cn1c(C(=O)NCC2CCCO2)cc2c(=O)n3ccccc3nc21 (configuration not stated) | 18% | -8% | 0% | 0.1% | -5 | 0% | -9% | 4% | 48% | ?
CCSc1nc2ccccc2n1C(=O)c1ccc(S(=O)(=O)N2CCCCCC2)cc1 | 16% | -1% | ? | -0.8% | -2 | 19% | 3%[46.1 µM] | -4% | 0% | 8%
O=C(COC(=O)Cc1ccc(Cl)cc1)NCCc1ccccc1 | ? | -11% | -4% | -0.1% | ? | . | -2% | 3% | 4% | 6%
O=C(CCC1CCCCC1)Nc1cc(Cl)ccc1N1CCOCC1 | -31% | 1% | -2% | -0.1% | 4 | . | . | 19% | -33% | -10%
CCN(CC)CCCNc1nc(N)c([N+](=O)[O-])c(N2CCCCCC2)n1 | -25% | -7% | 18% | -0.1% | 1 | 0% | 7% | -7% | -29% | -4%
COc1ccccc1Nc1nnc(SCC2CCCCO2)s1 (configuration not stated) | -21% | 0% | 2% | -0.3% | -12 | -2% | -2% | 10% | -47% | ?
COc1ccc(N2CCN(C(=O)c3ccc(CNc4c(N5CCOCC5)c(=O)c4=O)cc3)CC2)cc1 | -5% | 1% | . | 0.4% | 2 | 3% | 2% | -7% | 20% | -4%
c1ccc(CSc2nnc3ccc(-c4cccs4)nn23)nc1 | -7% | -7% | 10% | 0.2% | 7 | -1% | -31% | -3% | 13% | ?
COc1ccc(-c2cc(=O)oc3cc(OC(=O)C4CCCCC4)c(Cl)cc23)cc1 | ? | 0% | -4% | -0.5% | 5 | 38%[activator] | -4%[46.1 µM] | 6% | 24% | 3.3µM*
CC(C)n1c(=S)[nH]c2cc(Cl)ccc21 | ? | -11% | 0% | 0.1% | -2 | -4% | -3% | 7% | -14% | -6%
CCn1cc(/C=C(\NC(=O)c2ccc(C)cc2)C(=O)NCCCN2CCOCC2)c2ccccc21 | 7% | -1% | 10% | 0.0% | 2 | 10% | 0% | -12% | -14% | -6%
CC(C)[C@H](NC(=O)c1ccccc1)C(=O)OCC(=O)Nc1sccc1C(N)=O | 21% | 0% | -1% | 0.7% | . | . | -5% | -17% | -10% | ?
Cc1ccc(/C=N/NC(=O)c2cc(-c3ccncc3)nc3ccccc23)o1 | 14% | 1% | . | -1.1% | 2 | 2% | -3% | 6% | -44% | 10%
O=C(COC(=O)C1=COCCO1)Nc1ccc(OC(F)F)cc1 | 0% | -1% | 1% | 0.0% | 2 | 52%[activator] | -3% | 1% | -12% | -8%
Cc1ccccc1Nc1nnc(SCc2nc3ccccc3c(=O)[nH]2)s1 | . | . | 11% | -0.6% | -2 | -11% | . | -1% | . | 0%
Cc1c(N=Cc2ccccn2)c(=O)n(-c2ccccc2)n1C | -11% | -7% | 0% | -0.1% | -1 | 3% | -10% | -2% | -9% | 10%
COc1ccc(S(=O)(=O)N2CCC(O)(c3ccc4c(c3)OCO4)CC2)cc1 | 0% | -5% | -14% | -0.7% | 22 | -4% | 0% | 0% | 5% | -11%
c1ccc2[nH]c(NCCCN3CCOCC3)nc2c1 | -2%[7.66 µM] | -2% | 6% | 0.4% | -1 | -6% | 1% | -2% | -1% | -4%
Cc1cc(OCCOCCNCc2ccccc2)ccc1C(C)C | -63%[inhibitor] | -5% | 6% | 0.4% | 10 | 30% | 0% | 5% | -65% | -7%
COC(=O)C(O)(CC(=O)Nc1cccc(SC)c1)C(F)(F)F (configuration not stated) | -3% | -12% | -3% | -0.2% | 9 | -1% | 5% | -8% | 20% | 6%
O=c1[nH]c(N2CCOCC2)nc2ccccc12 | 0% | -5% | . | 0.6% | 2 | -3% | . | -1% | 26% | -3%
COc1ccc2nc(C)cc(Sc3nc4ccccc4s3)c2c1 | 2% | -4% | -11% | 2.5% | ? | 1% | -3% | 22µM* | -84% | 5.2µM*
O=C1CCC(=O)N1CCSC(=S)N1CCSCC1 | 2% | -5% | 4% | -0.2% | 3 | 22% | -3% | 50% | 12% | ?
Cc1cc(C)c(S(=O)(=O)N2CCCCC2)cc1N(C)S(=O)(=O)c1ccc(Cl)cc1 | -20% | -3% | 5% | 0.0% | 21 | 9% | 5% | 2% | 0% | ?
COC(=O)c1sc(NC(=O)c2csc3c2CCCC3)nc1C | 34% | 0% | 17% | 0.4% | 3 | 9% | . | 4% | ? | ?

Further entries:
SMILES | Integrin act MD | PTAP TSG101 blk | p53 reactivator | B2AR arrestin | TRPV1 ag | MLL CXXC-DNA inh | TCR act | A-T KAP1 phos | BRCA1 expr act | ELG1 repair inh
Cc1cc(Cl)ccc1NC(=O)COC(=O)c1c(C)noc1C | -33% | -1% | 5% | 0.6% | 6 | . | 13% | 6% | 6% | -1%
COc1ccccc1-c1nnc(NC(=O)C(C)SC2=NCCS2)s1 (configuration not stated) | -2% | 1% | 5% | 0.0% | 8 | 0% | 0% | 2% | -31% | ?
CSc1ccc(/C=C/C(=O)OCC(=O)NC2CCS(=O)(=O)C2)cc1 (configuration not stated) | -14% | 1% | -13% | -0.1% | 2 | . | 4% | 4% | 2% | -4%
O=C(Nc1ccc2c(c1)oc1ccccc12)c1ccc2c(c1)OCO2 | -23% | -2% | 10% | -0.7% | ? | 0% | -3% | -4% | 91% | ?
O=C(Nc1ccc(F)cc1)c1ccc(C(=O)N2CCCC(O)C2)cc1 (configuration not stated) | 0% | -9% | 3% | -1.7% | 1 | . | 0% | -12% | 14% | 23%
O=c1c2ccccc2c(-c2ccc(Br)cc2)nn1Cc1ccccc1 | 6% | -3% | 0% | -0.1% | 2 | -4% | -1% | 8% | -24% | -1%
Cc1oc2cc3oc(=O)c(CC(=O)NCC(=O)N[C@@H](C(=O)O)c4ccccc4)c(C)c3cc2c1C | 33% | -13% | 4% | -0.2% | 5 | -28% | 0% | 12% | 12% | -11%
COc1ccc(/C(C)=N\O)cc1OC | 2% | 1% | -1% | 0.5% | 1 | -10% | 0% | 3% | 15% | -3%
Cc1ccc(C)c(OCCC(=O)NNC(=O)c2ccccc2)c1 | -2% | -8% | 0% | 0.1% | 0 | . | -3% | 9% | -4% | 0%
CCCCNC(=O)CO/N=C(\C)c1cc2ccccc2o1 | 3% | 82%[activator] | ? | -0.1% | -4 | 10% | 2%[46.1 µM] | 5% | 77% | ?
CCCCn1c(N)c(N(CCOC)C(=O)c2cccc(-n3cnnn3)c2)c(=O)[nH]c1=O | 4% | 0% | -1% | 0.0% | 1 | . | 0% | 0% | 13% | 1%
Cc1cc(=O)oc2cc(OCC(=O)N3CCCC(C)C3)ccc12 (configuration not stated) | 7% | -7% | -4% | -0.5% | 9 | -15% | -4% | -4% | -7% | 12%
COc1ccc(C(C)=O)cc1CSc1nnc(Nc2ccccc2C)s1 | 8% | -2% | -10% | -0.8% | 2 | 13% | -3%[46.1 µM] | 14% | -15% | ?
COc1cc(CN2CCN(C(c3ccccc3)c3ccccc3)CC2)cc(OC)c1OC | -32% | -1% | . | 0.6% | 0 | 0% | -2% | -6% | -44% | ?
O=C(C1CCCN(S(=O)(=O)c2cnc[nH]2)C1)N1CC(=O)N(CCc2ccccc2)C(=O)C1 (configuration not stated) | 19% | -1% | 10% | 0.1% | -3 | 1% | 1%[46.1 µM] | 3% | 10% | 14%

One compound at a time (already shown). Screens in order: Integrin act MD	PTAP TSG101 blk	p53 reactivator	B2AR arrestin	TRPV1 ag	MLL CXXC-DNA inh	TCR act	A-T KAP1 phos	BRCA1 expr act	ELG1 repair inh
Record of `CCCCNC(=O)CO/N=C(\C)c1cc2ccccc2o1` → 3%	82%[activator]	?	-0.1%	-4	10%	2%[46.1 µM]	5%	77%	?
Record of `Cc1cc(Cl)ccc1NC(=O)COC(=O)c1c(C)noc1C` → -33%	-1%	5%	0.6%	6	.	13%	6%	6%	-1%
Record of `O=C(C1CCCN(S(=O)(=O)c2cnc[nH]2)C1)N1CC(=O)N(CCc2ccccc2)C(=O)C1` (configuration not stated) → 19%	-1%	10%	0.1%	-3	1%	1%[46.1 µM]	3%	10%	14%

Individual results from the list:
PTAP TSG101 blk with CSc1ccc(/C=C/C(=O)OCC(=O)NC2CCS(=O)(=O)C2)cc1 (configuration not stated) = 1%
B2AR arrestin with O=C(Nc1ccc2c(c1)oc1ccccc12)c1ccc2c(c1)OCO2 = -0.7%
A-T KAP1 phos with Cc1oc2cc3oc(=O)c(CC(=O)NCC(=O)N[C@@H](C(=O)O)c4ccccc4)c(C)c3cc2c1C = 12%

Screening results (PubChem BioAssay)

Not a hit list (roughly 3.8% active in at least one column).
